# Assay outcomes as filed in PubChem BioAssay.
# S3 lipid droplet – qHTS Assay for Lipid Storage Modulators in Drosophila S3 Cells; actives 0.64% (n = 320,000); Drosophila S3 cells, BODIPY lipid droplet fluorescence, 18-24 h; cells fed with added oleic acid; lipid storage change, negative = inhibition, % at the top dose, mostly 46.1 µM; hits show Potency in µM; active means well fitted inhibition curve with a large enough effect in the signal ratio, with a control signal flat, not every such curve was filed as active; inconclusive means small, poorly fitted or top-dose-only effect, or effect the other way, or a change in a side signal; the % refers to the signal ratio
#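 Laser-scanning cytometry quantifies lipid droplet accumulation (500–530 nm total intensity; droplet/cell object ratio) in oleic acid-fed (400 uM added) Drosophila S3 cells treated with a concentration series. 20 uM Triacsin C defined 100% inhibition.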
# S3 lipid droplet cell count max – second read-out of S3 lipid droplet, no call of its own (marks repeat the call); cell number change, %; measured here: cell count max response;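 cells counted by Cell Tracker Red CMTPX staining in the red channel; peak over a dose series mostly up to 46.1 µM; percent activity relative to internal control wells on each plate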
# * = called active by the depositor; i = inactive; ? = inconclusive; / = no result given. On the % scale 0 is the no-effect control and ±100 the full control effect; potency means the concentration at half of the fitted maximal effect.
SMILES,S3 lipid droplet,S3 lipid droplet cell count max
Nn1c(SCC(=O)Nc2ccc3c(c2)OCO3)nnc1C1CCCCC1,15.5%,-1.3
CC(C)c1nnc(NC(=O)CS(=O)(=O)Cc2ccccc2)s1,0.2%,/
COc1ccccc1C(=O)Nc1nnc(C)s1,?,/
CN(C)CCCn1c(SCCN2C(=O)c3ccccc3C2=O)nc2ccccc2c1=O,i,/
CC(C)COc1ccc(C(=O)OCCN2CCOCC2)cc1,?,/
CC(=O)c1c(C)[nH]c(C(=O)OCC(=O)c2c[nH]c3ccccc23)c1C,?,/
Cc1nn(-c2ccccc2)c(C)c1NC(=O)COC(=O)c1cc(Br)ccc1O,?,/
Cn1c(CNc2ccccc2O)nc2ccccc21,?,/
Cn1c(=O)c2cc(NC(=O)c3ccccc3Cl)c(=O)oc2n(C)c1=O,?,/
CN(C)CCCN(C(=O)c1ccc2ccccc2c1)c1nc2cc3c(cc2s1)OCO3,0.9%,1.5
CCOC(=O)C1CCN(C(=O)C2CCN(S(=O)(=O)c3cc(Cl)ccc3OCC)CC2)CC1,?,/
CCC1(CC)Cc2ccccc2-c2nc(NN)[nH]c(=O)c21,-2.4%,-0.3
Cc1cc(C)c2c(n1)SCC(=O)N2CC(=O)Nc1c(C)cccc1C,-13.7%,0.6
COc1cc(/C=N/NC(=O)c2cccnc2)ccc1OCC(=O)N1CCOCC1,-4.4%,-11.8
COc1ccc(Cn2nc(C)cc2C)cc1OC,29.5%,/

# A different layout for some results above.
# Values run as follows: S3 lipid droplet | S3 lipid droplet cell count max
> CCOC(=O)C1CCN(C(=O)C2CCN(S(=O)(=O)c3cc(Cl)ccc3OCC)CC2)CC1
  ? | /
> Nn1c(SCC(=O)Nc2ccc3c(c2)OCO3)nnc1C1CCCCC1
  15.5% | -1.3
> CN(C)CCCN(C(=O)c1ccc2ccccc2c1)c1nc2cc3c(cc2s1)OCO3
  0.9% | 1.5

# Additional records
SMILES,S3 lipid droplet,S3 lipid droplet cell count max
CC(C)CSc1nc2c(=O)[nH][nH]c(=O)c2n1Cc1ccccc1,5.5%,0.7
COc1ccccc1N1CCN(C(=O)CCc2ccc(S(=O)(=O)NCC(C)C)cc2)CC1,9.8%,-28.1
Cc1ccccc1NC(=O)c1c(O)c2cccc3c2n(c1=O)CC3,?,/
Cc1nc2ccc(S(=O)(=O)NC(C(=O)Nc3nccs3)C(C)C)cc2s1 (centres undefined),?,/
Cc1cccc(N2C(=O)C3CCCN3C2=S)c1C (centres undefined),-3.4%,-11.6
CC(C(=O)Nc1ccc(N(C)C)cc1)N1C(=O)c2ccccc2S1(=O)=O (centres undefined),i,/
COc1cc(NC(=O)c2cc(-c3ccco3)on2)c(OC)cc1Cl,22.7%,19.6
O=C(c1ccc(-n2cccc2)cc1)N1CCOCC1,?,/
C=C1c2ccccc2NC(=S)N1Cc1ccc2c(c1)OCO2,?,/
CN1CCN(c2nc3c(c(=O)[nH]c(=O)n3C)n2CC(N)=O)CC1,?,/
CN(Cc1c(C(=O)N2CCc3ccccc3C2)nc2ccc(Cl)cn12)C(C1CC1)C1CC1,20.6%,26.3
Cc1cc(N2CCCCCC2)nc(-c2ccccc2O)n1,i,-18.3
Cc1ccc(SCCNCc2ccco2)cc1,i,-6.8
CC1CN(C(=O)CCC(=O)NCc2ccccc2)c2ccccc2O1 (centres undefined),?,/
CCOC(=O)C1(CCOC)CCN(Cc2ccc(COC)o2)CC1,11.6%,15.5

# 7 compounds from above, ordered by the value under S3 lipid droplet cell count max, largest number first.
SMILES,S3 lipid droplet,S3 lipid droplet cell count max
CCOC(=O)C1(CCOC)CCN(Cc2ccc(COC)o2)CC1,11.6%,15.5
CCC1(CC)Cc2ccccc2-c2nc(NN)[nH]c(=O)c21,-2.4%,-0.3
Nn1c(SCC(=O)Nc2ccc3c(c2)OCO3)nnc1C1CCCCC1,15.5%,-1.3
Cc1ccc(SCCNCc2ccco2)cc1,i,-6.8
Cc1cccc(N2C(=O)C3CCCN3C2=S)c1C (centres undefined),-3.4%,-11.6
Cc1cc(N2CCCCCC2)nc(-c2ccccc2O)n1,i,-18.3
COc1ccccc1N1CCN(C(=O)CCc2ccc(S(=O)(=O)NCC(C)C)cc2)CC1,9.8%,-28.1

# Next compounds follow:
SMILES,S3 lipid droplet,S3 lipid droplet cell count max
COc1cccc(SCc2noc(C(=O)NC(C)C)c2C(=O)O)c1,3.5%,-2.9
OC(COC1CCCCC1)CN1CCCCC1 (centres undefined),?,/
COc1ccc(CNC(=O)C2CC(C)=C(C)CC2C(=O)O)cc1 (centres undefined),i,9.3
O=C(CCn1nc(-c2ccccc2)ccc1=O)N1CCOCC1,-6.9%,18.2
O=C(c1n[nH]c2ccccc12)N1CCOCC1,?,/
COc1ccc(NC(=O)Cc2coc3ccc4ccccc4c23)cc1S(=O)(=O)N1CCOCC1,?,/
CNC(=O)CN(CCc1ccccc1)S(=O)(=O)c1ccc(OC)cc1,3.7%,17.7
O=C(O)CSc1ccc2nnc(-c3cccnc3)n2n1,?,/
C#CCNC(=O)C1=C[C@@H](c2ccc(C(F)(F)F)cc2)C[C@@H](OCCCCO)O1,?,/
CCn1c(CC(=O)Nc2ccccc2)nnc1SCC(=O)NC1=NCCS1,?,/
O=C(NN=C1CCCC1)c1cc(-c2ccccc2)n[nH]1,?,/
CCOc1ccc(N2C(=O)/C(=C\c3ccccc3OC)S(=O)(=O)C2c2cccc([N+](=O)[O-])c2)cc1 (centres undefined),?,/
COc1cccc(C(=O)NNC(=O)c2cccc(F)c2)c1,?,/
COc1ccc(C(c2nnnn2C2CCCCC2)N2CCN(c3ccc(OC)cc3)CC2)cc1 (centres undefined),i,15.6
Oc1ccc(C2=CSC3=NCCN23)cc1O,7.3%,0.3
Cc1ccc(S(=O)(=O)NNC(=O)c2sccc2-n2cccc2)cc1,6.2%,14.7
Cc1cccc2cc(CN(CCc3ccccc3)C(=O)N3CCOCC3)c3nnnn3c12,25.4%,9.1
O=C(COc1ccc(Cl)cc1)NCc1nnc(SCC(=O)NCc2ccc3c(c2)OCO3)o1,-3.4%,-8.0
COc1ccc(OC)c(-c2cc(C(=O)NCCCn3ccnc3)no2)c1,?,/
CCOCCOC(=O)c1[nH]c2c(c1C)C(=O)CC(c1ccccc1)C2 (centres undefined),4.3%,-0.7
Cc1cc(=O)[nH]c(SCC(=O)Nc2ccc3c(c2)OCCO3)n1,-1.0%,2.4
CSCC(C)N1CCC(n2nccc2NC(=O)c2ccccc2C)CC1 (centres undefined),23.7%,16.7
CC(c1ccccc1)N1C(=O)NC(NC(=O)c2cccnc2)(C(F)(F)F)C1=O (centres undefined),8.1%,11.6
O=C1OCc2ccc(NC(=O)c3ccccc3C(=O)O)cc21,-11.6%,2.9
COc1ccc(OCC(=O)Nc2c3c(nn2-c2ccccc2)CS(=O)(=O)C3)cc1,-9.2%,24.4
COC(=O)c1ccc2c(=O)n(CCCCCC(=O)NCCNC(C)=O)c(=O)[nH]c2c1,?,/
O=Cc1cn(CC(=O)Nc2ccc3c(c2)OCO3)c2ccccc12,-2.0%,-15.9
O=C(Cc1ccc([N+](=O)[O-])cc1)N1CCN=C1SCc1ccccc1,?,/
COc1cccc(C2CC(=O)Nc3c2c(=O)n(C)c(=O)n3C)c1OC (centres undefined),?,/
O=C(O)c1ccc(OS(=O)(=O)c2ccc(Cl)s2)cc1,?,/
CCn1nnnc1SCC(=O)Nc1nnc(C(C)C)s1,?,/
CCN(CC(=O)Nc1ccc(NC(C)=O)cc1)C(=O)/C=C/c1cn(-c2ccccc2)nc1-c1cccs1,?,/
Cc1ccccc1NC(=S)N(Cc1ccccc1)Cc1cccs1,?,/
CCOC(=O)CSc1nnc(CNC(=O)c2ccc(S(=O)(=O)N3CCCC3)cc2)n1C,?,/
CC(=O)c1ccc(S(=O)(=O)N2CCN(C(=O)CSc3ccc(F)cc3)CC2)cc1,i,19.8
COc1cccc(-c2cc(-c3cccnc3)c(C#N)c(N)n2)c1,18.6%,4.4
Cc1cccc(C)c1OCC(=O)NCC1CCCO1 (centres undefined),?,/
COc1ccc(NCc2nc3ccccc3n2CCOc2ccccc2)cc1,i,/
COc1cccc(OCC(=O)NNC(=O)c2cccs2)c1,?,/
Cc1cccc(NC(=O)CSc2nnc(NC(=O)CN3CCOCC3)s2)c1,?,/
CCCCc1ccc(/C=C2\C(=O)c3ccccc3C(O)=C2C(=O)OCC)cc1,?,/
COc1cccc(NC(=O)CSc2nnc3c(n2)[nH]c2ccc(C)cc23)c1,?,/
CCOc1ccc(NC(=O)COc2ccc(-n3cnnn3)cc2)cc1,?,/
O=C(Nc1cccc(-c2nc3cccnc3s2)c1)c1ccco1,i,/
Cc1ccc(/C=C/C(=O)Nc2cccc(S(=O)(=O)N3CCOCC3)c2)o1,-8.2%,10.3
CCOC(=O)Cc1csc(NC(=O)CC(C)(C)CC(=O)O)n1,3.9%,-14.2
O=C(Nc1ccc(Cl)cn1)C1CCCN(c2ncnc3c2nc2n3CCCCC2)C1 (centres undefined),?,/
Cc1ccccc1-n1c(N)c(C(=O)Nc2ccc(F)cc2)sc1=S,-4.6%,-10.8
COC(=O)c1[nH]c2ccc(Cl)cc2c1NC(=O)CN1CCc2cc(OC)c(OC)cc2C1,?,/
CCCNC(=O)c1n[nH]c(=O)c2ccccc12,?,/
O=C(O)c1ccc(OCC(O)Cn2cnc3ccccc32)cc1 (centres undefined),?,/
CC(=O)Nc1c(-c2ccc(F)cc2)nc2ccccn12,?,/
COc1cccc(/C=C/C(=O)OCC(=O)Nc2ccccc2Sc2ccccc2)c1,25.5%,8.0
COc1ccccc1NS(=O)(=O)c1cccc(C(=O)N2CCCCCCC2)c1,i,-0.8
COc1ccccc1-c1noc(-c2ccccc2C(=O)Nc2cccnc2)n1,?,/
CSc1ccc(CN2CCC(CO)(CCOc3ccccc3)CC2)cc1,14.4%,11.4
CSc1nnc2c(n1)OC(c1ccsc1)N(C(C)=O)c1ccccc1-2 (centres undefined),-10.1%,-16.7
CC(C)OCCCNC(=O)C1CCN(S(=O)(=O)N2CCCC2)CC1,?,/
CC(=O)Nc1ccc(Nc2cc(N3CCOCC3)c3nonc3c2[N+](=O)[O-])cc1,-1.5%,9.3
COc1cc(/C=C2\SC(=S)N(NC(=O)c3ccc(O)c(OC)c3)C2=O)ccc1O,?,/

# Further records.
SMILES,S3 lipid droplet,S3 lipid droplet cell count max
COc1ccc(C(=O)Nc2ccncc2)c(OC)c1,?,/
CCC(C)c1ccccc1NC(=O)C1CCCO1 (centres undefined),?,/
Cc1ccc(C(=O)NCC#N)cc1,?,/
Cc1ccc(NS(=O)(=O)c2cc(C(=O)NCc3ccccn3)ccc2Cl)cc1C,-5.0%,-16.4
N#Cc1c(NC(=S)NC(=O)c2ccccc2)sc2c1CCCC2,?,/
COc1ccc(C(=O)Oc2ccc(C(=S)N3CCOCC3)cc2)cc1,19.4%,-5.5
CC1CCN(c2ccc3c(c2)S(=O)(=O)c2cccc(C(=O)NC4CCCCC4)c2C3=O)CC1,?,/
CCOC(=O)C1(C)NC(c2ccc(O)cc2)C2C(=O)N(c3ccccc3)C(=O)C21 (centres undefined),20.6µM*,13.7*
CC(=O)N(C)c1nc(N)n(-c2ccccc2)n1,1.6%,17.4
O=C(NCC1CCCO1)Nc1ccccc1 (centres undefined),-0.5%,6.6
Cc1c(Br)c([N+](=O)[O-])nn1CC(=O)NCCc1ccc(Cl)cc1,?,/
CCC1Nc2ccccc2-c2nnc(SC)nc2O1 (centres undefined),?,/
O=C(Cc1cccc(C(F)(F)F)c1)Nc1cc(S(=O)(=O)N2CCOCC2)ccc1N1CCCC1,?,/
CC(/C=N/NC(=O)c1ccc2nc(C)[nH]c2c1)=C\c1ccccc1,-10.9%,-13.3
CC(=O)n1cc([C@H]2C=C(C(=O)NCc3ccccc3)O[C@@H](OCCCCO)C2)c2ccccc21,-27.3%,-9.0
COc1ccc(OC)c2sc(N(CCN(C)C)C(=O)c3ccc4ccccc4c3)nc12,-21.6%,-23.5
Cc1c(NC(=S)N/C(=N/S(=O)(=O)c2ccccc2)c2ccccc2)c(=O)n(-c2ccccc2)n1C,21.1%,/
O=C(CCn1nc(-c2ccc(Cl)cc2)c2ccccc2c1=O)Nc1cccnc1,9.6%,14.1
O=C(CSc1ccc(-c2cccs2)nn1)NCCc1ccccc1,?,/
CCOc1ccccc1NC(=O)CSc1nc2nc(-c3cccs3)cc(C(F)(F)F)c2c(=O)[nH]1,20.0%,-0.6
O=C(CCC(=O)c1cccs1)NCC(c1ccc(F)cc1)N1CCOCC1 (centres undefined),-1.7%,-0.6
COC(=O)N/N=C/c1cc(Cl)c(OCc2ccc(F)cc2)c(OC)c1,i,2.4
O=C(N1CCOCC1)N1CCN(Cc2ccccc2)CC1,?,/
Cc1ccc(C2=N/C(=C\c3cccnc3)C(=O)O2)cc1,?,/
N#Cc1ccc(NC(=S)NCCN2CCOCC2)cc1,?,/
CCOC(=O)c1c(NC(=O)CSc2ncccn2)sc(C(=O)NC)c1C,?,/
CC(=O)Nc1ccc(NC(=O)C(Cc2ccccc2)NC(=O)C2CCC(C)CC2)cc1 (centres undefined),-0.3%,12.4
COCCSc1ccccc1C(=O)Nc1ccc(S(=O)(=O)N2CCOCC2)cc1,?,/
N#C/C(=C\c1ccc(-c2cccc([N+](=O)[O-])c2)o1)C(=O)Nc1nc(-c2cccs2)cs1,10.2%,2.3
COCc1cc(C)nc2sc(C(=O)Nc3ccccc3OC)c(N)c12,?,/
COc1ccc(C(=O)NCCS(=O)(=O)NC(C)c2ccccc2)cc1 (centres undefined),?,/
Cc1nc2ccc(S(=O)(=O)Nc3ccc(-c4nc5cccnc5s4)cc3)cc2s1,?,/
O=C(c1ccccc1)N(Cc1ccc(F)cc1)Cc1nc2ccccc2c(=O)[nH]1,4.2%,-10.1
CCOC(=O)CN1NC2(CCC(C(C)(C)C)CC2)NC1=S (centres undefined),-2.8%,0.2

# These rows are one share of the data; the hit share may differ from the screen's.
